FEN1 inhibitor: qHTS Assay for the Inhibitors of Human Flap endonuclease 1 (FEN1); 390,000 tested, 0.35% active; Recombinant FEN1 flap cleavage, fluorescence, 15 min; Potency, µM (doses to about 114 µM), for the others: at the top dose activity change, negative = inhibition, actives largely listed as inhibitors; AID 588795, 2011; P39748; active = well fitted inhibition curve with a large enough effect; inconclusive = small, poorly fitted or top-dose-only effect; inactive = no such curve, though single readings can be large or run the other way; also: nearly all actives have a fitted effect of over 65% in size
Target sequence (P39748 whole entry, looked up): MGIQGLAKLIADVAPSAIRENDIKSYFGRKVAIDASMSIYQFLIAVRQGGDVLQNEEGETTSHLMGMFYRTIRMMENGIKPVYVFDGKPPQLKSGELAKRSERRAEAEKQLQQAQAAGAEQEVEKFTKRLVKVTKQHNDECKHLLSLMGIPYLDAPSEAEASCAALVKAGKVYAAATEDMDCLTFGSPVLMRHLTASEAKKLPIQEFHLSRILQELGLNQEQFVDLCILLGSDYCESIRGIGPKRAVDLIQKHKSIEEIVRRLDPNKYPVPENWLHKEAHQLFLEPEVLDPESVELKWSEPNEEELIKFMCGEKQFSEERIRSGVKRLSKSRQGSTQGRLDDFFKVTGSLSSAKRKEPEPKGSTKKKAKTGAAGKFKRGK
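FEN1 at 10 nM preincubated with compounds 15 min at room temperature, then flap DNA substrate added at 50 nM final. Signal read at 0 and 15 min; concentration-response fitted with four-parameter Hill equation.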
* marks the source's active call; other numbers are inactive results; ? = inconclusive; & = joins results of further samples. % is scaled to controls: 0 for no effect and ±100 for the full control effect; potency is read from the fitted curve at half-maximal effect. These rows are one share of the data. The share of hits here may be higher or lower than overall.

The first two entries as a preview:
SMILES	FEN1 inhibitor
CCCCC(=O)OCC(=O)C1(O)Cc2c(O)c3c(c(O)c2C(OC2CC(NC(=O)C(F)(F)F)C(O)C(C)O2)C1)C(=O)c1c(OC)cccc1C3=O (stereo unspecified)	-32%
COc1cc2c(cc1N)-c1ccc(N)cc1C2	-6%

Results, previewed entries included:
SMILES	FEN1 inhibitor
CCCCC(=O)OCC(=O)C1(O)Cc2c(O)c3c(c(O)c2C(OC2CC(NC(=O)C(F)(F)F)C(O)C(C)O2)C1)C(=O)c1c(OC)cccc1C3=O (stereo unspecified)	-32%
COc1cc2c(cc1N)-c1ccc(N)cc1C2	-6%
Cc1ccc(C(=O)C2C(c3ccc(-c4ccccc4[N+](=O)[O-])o3)NC(=O)NC2(O)C(F)(F)F)cc1 (stereo unspecified)	-6%
O=C1CCCCC1Nc1ccc(Cl)cc1 (stereo unspecified)	-4%
COc1ccccc1C(=O)Nc1ccc(S(=O)(=O)N2CCN(C)CC2)cc1	9%
CCCCCCC[n+]1ccc(/C=C/c2c[nH]c3ccccc23)c2ccccc21	25µM*
O=C(N/N=C/c1ccoc1)c1cccc(OC(F)(F)C(F)F)c1	-14%
COc1cc(OCc2ccccc2)c(C(=O)/C=C/c2ccc3c(c2)OCO3)c(OC)c1OC	-12%
O=C(COC(=O)c1ccc(Br)o1)NCc1ccco1	-10%
Cc1cc(-c2nc3ccccc3s2)ccc1N	-3%
C=C1CC[C@@H]2[C@](C)(CCC[C@@]2(C)/C=C/[C@@H](O)C(C)(C)O)[C@H]1CC(=O)NCCS(=O)(=O)O	13%
Cc1cccc(-n2c(C)nc3ccsc3c2=O)c1	3%
O=C1CCCCC1(c1ccccc1)c1ccccc1	1%
O=C(O)C(S)C(S)C(=O)O (stereo unspecified)	-26%
CCN(CC)c1ccc(S(=O)(=O)N2CCOCC2)cc1NC(=O)COC(=O)/C=C/c1ccc(O)c(OC)c1	-3%
O=C(O)C1CCCC1	?
COc1cc(NCCCn2ccc(NC(=O)OCc3ccccc3)nc2=O)cc(OC)c1OC	10%
CCN1C(=O)NC(c2ccccc2)(c2ccccc2)C1=O	-2%
CC(=O)N1CCC(N(CCN2CCOCC2)C(=O)Nc2ccc(Cl)c(Cl)c2)CC1	-15%
O=C(Nc1cccc(C(=O)N2CCCC2)c1)C1CCCC1	-16%
C(=C\c1ccnc2ccccc12)/c1ccc2ccccc2n1	?
CC(=O)OC1(C(C)=O)CCC2C3CC(C(F)(F)F)C4=CC(=O)CCC4(C)C3CCC21C (stereo unspecified)	-14%
CC(C)Oc1ccc2ccccc2c1CNC[C@H]1O[C@@H](n2cnc(C(N)=O)n2)[C@H](O)[C@@H]1O	-22%
O=C(NNc1nc(N2CCOCC2)nc(N2CCOCC2)n1)c1ccccc1	-2%
COC(=O)[C@@H](NCc1ccc(B(O)O)cc1)C(C)C	0%
CCOC(=O)C1=C(CCc2ccccc2)NC(=O)NC1c1ccc(C#N)cc1 (stereo unspecified)	-6%
O=C(CC1C=CCC1)Nc1ccccc1 (stereo unspecified)	-12%
COc1ccc(C2/C(=C(/O)c3cnn(-c4ccccc4)c3C)C(=O)C(=O)N2CCN(C)C)cc1OC (stereo unspecified)	-4%
COC(=O)[C@H](CO)N1C(=O)[C@@H]2[C@H](C1=O)C1C=C[C@H]2C1	-9%
CCOC(=O)C1(C(=O)OCC)C(C(=O)c2ccccc2)C1c1ccccc1 (stereo unspecified)	-17%
Cn1c(=N)n(CC(=O)c2ccc(Br)cc2)c2ccccc21	5%
NC1=C(Cl)C(=O)c2ccc(S(N)(=O)=O)cc2C1=O	0%
COc1cc(/C=C/c2ccc(/C=C/c3cc(OC)c(OC)c(OC)c3)cc2)cc(OC)c1OC	2%
COc1ccc(C2Nc3ccccc3C(=O)N2Cc2ccco2)cc1 (stereo unspecified)	5%
COc1cc([N+](=O)[O-])c2nc(C=NNC(N)=S)ccc2c1	-7%
COC(=O)c1cc2ccccc2c([N+](=O)[O-])c1O	-8%
COC(=O)C1CCc2c(ccc3c2CCCC3)C1=O (stereo unspecified)	-19%
Clc1ccc(CNc2ncnc3[nH]ncc23)c(Cl)c1	1%
COCCn1c(N)c(N(Cc2ccccc2)C(=O)c2ccc(N3CCCC3=O)cc2)c(=O)[nH]c1=O	-18%
Cc1ccc(C(=O)NC(C)C2CC3CCC2C3)cc1 (stereo unspecified)	3%
Nc1c(Br)cc2c(c1Br)C(O)c1ccccc1-2 (stereo unspecified)	3%
CCCCCOc1ccc(/C=N/NC(=O)c2nnn(-c3nonc3N)c2CN2CCCCCC2)cc1	-5%
C[N+](C)(C)c1ccc(/C=C2\C=Cc3ccccc32)cc1	35µM*
O=C1OCCN1c1ccccc1	0%
O=C1[C@H](Cc2ccccc2)NCCCC[C@@H](c2ccco2)N1Cc1ccccc1	5%&4%
CN1CCN(C2=C(Cl)C(=O)c3ccccc3C2=O)CC1	?
Cc1cc(C)nc(NC(=S)NC(=O)c2ccccc2F)n1	3%
C=CCN1C=CC(=O)[C@@H](OC(=O)Nc2ccc(Br)cc2)[C@H]1c1ccccc1Br	-9%
CSc1nc(N)nc2c1ncn2C1OC(CO)C(O)C1O (stereo unspecified)	-3%
CCOC(=O)Cn1c(C(F)(F)F)nc2nc(Cl)c(Cl)nc21	2%
CCCCCCCCCC[n+]1ccc(/C=C/c2c(C)[nH]c3ccccc23)c2ccccc21	45µM*
C[C@]12CC[C@H](O)CC1=CCC1C2CC[C@@]2(C)C1CC[C@@H]2NC(=O)[C@@H](N)Cc1cnc[nH]1 (stereo partly specified)	-13%
Cc1cc(NC(=O)c2ccc(C(C)(C)C)cc2)no1	-2%
CCN(C(=O)COC(=O)C1COc2ccccc2O1)c1c(N)n(Cc2ccccc2)c(=O)[nH]c1=O (stereo unspecified)	-3%
COc1ccc(OC)c(NS(=O)(=O)c2ccccc2)c1	0%
O=C(Nc1ccccc1)N(CCc1ccncc1)C1CCCCC1	18%
O=C(c1ccc2c(=O)n(CCc3ccccc3)c(=O)[nH]c2c1)N1CCN(C(=O)c2ccco2)CC1	11%
ON=C1CCCCCCCC1	-2%
COC(=O)C1CC2=C(CCCC2=O)N(c2ccccc2)C1=O (stereo unspecified)	15%
O=C(O)c1cc(N2CCCCC2)ccn1	13%

16 successive records already listed:
SMILES	FEN1 inhibitor
O=C1[C@H](Cc2ccccc2)NCCCC[C@@H](c2ccco2)N1Cc1ccccc1	5%&4%
CN1CCN(C2=C(Cl)C(=O)c3ccccc3C2=O)CC1	?
Cc1cc(C)nc(NC(=S)NC(=O)c2ccccc2F)n1	3%
C=CCN1C=CC(=O)[C@@H](OC(=O)Nc2ccc(Br)cc2)[C@H]1c1ccccc1Br	-9%
CSc1nc(N)nc2c1ncn2C1OC(CO)C(O)C1O (stereo unspecified)	-3%
CCOC(=O)Cn1c(C(F)(F)F)nc2nc(Cl)c(Cl)nc21	2%
CCCCCCCCCC[n+]1ccc(/C=C/c2c(C)[nH]c3ccccc23)c2ccccc21	45µM*
C[C@]12CC[C@H](O)CC1=CCC1C2CC[C@@]2(C)C1CC[C@@H]2NC(=O)[C@@H](N)Cc1cnc[nH]1 (stereo partly specified)	-13%
Cc1cc(NC(=O)c2ccc(C(C)(C)C)cc2)no1	-2%
CCN(C(=O)COC(=O)C1COc2ccccc2O1)c1c(N)n(Cc2ccccc2)c(=O)[nH]c1=O (stereo unspecified)	-3%
COc1ccc(OC)c(NS(=O)(=O)c2ccccc2)c1	0%
O=C(Nc1ccccc1)N(CCc1ccncc1)C1CCCCC1	18%
O=C(c1ccc2c(=O)n(CCc3ccccc3)c(=O)[nH]c2c1)N1CCN(C(=O)c2ccco2)CC1	11%
ON=C1CCCCCCCC1	-2%
COC(=O)C1CC2=C(CCCC2=O)N(c2ccccc2)C1=O (stereo unspecified)	15%
O=C(O)c1cc(N2CCCCC2)ccn1	13%

More compounds follow:
SMILES	FEN1 inhibitor
CNC(=O)c1cc2cc(Cl)cc(OC)c2oc1=O	20%
CC1=NN(c2cc(Cl)c(S(=O)(=O)O)cc2Cl)C(=O)C1	-16%
O=C(NCCNC(=O)Oc1cccc2ccccc12)Oc1cccc2ccccc12	-6%
CC[C@]12C(=O)N(C)C[C@H]([C@@H]3C(=O)N(C)C(=O)[C@@H]31)N2C(=O)c1ccccc1	10%
CN(C)c1ccc(C=C2c3ccccc3-c3ccccc32)cc1	-3%
CC(C)(C)S(=O)(=O)N1C[C@H]2CC/C=C\C/C(c3ccccc3)=C\2[C@@H]1CCO	4%
CN(C)CCC(Oc1ccccc1OCc1ccccc1)c1ccccc1 (stereo unspecified)	3%
CC(NC(=O)c1ccccc1Cl)c1ccc(-n2ccnc2)cc1 (stereo unspecified)	12%
Cc1cc(C(=O)NC2CCCCCCC2)ccc1[N+](=O)[O-]	-13%
CCC1(CC)CNC(=O)NC1	0%
Cc1ccc(C(=O)NCC(C)NC(=O)c2ccc(C)c([N+](=O)[O-])c2)cc1[N+](=O)[O-] (stereo unspecified)	11%
CCc1sc(-c2cc3cccc(OC)c3oc2=O)nc1-c1cc(C)ccc1C	-26%
O=C(COc1ccccc1C(=O)Nc1ccccc1)NCCCCc1ccccc1	-10%
COC(=O)C[C@H]1c2cc(F)ccc2S(=O)(=O)N1Cc1ccccc1OC	?
O=C(Nc1ccccc1)OCCOc1ccc(Cl)cc1Cl	2%
O=C1Nc2ccc(Br)cc2C12OCCO2	1%
COc1ccc(N=Nc2c(C)[nH]c3ccccc23)cc1	0%
CN(c1ccc(C(=O)NC2CCCCC2)cc1)S(=O)(=O)c1ccccc1	0%
CC(CSc1n[nH]c(=S)s1)c1ccccc1 (stereo unspecified)	3%
CCOc1ccc(C(=O)Cc2ccccc2)cc1	-10%
O=C1c2ccccc2C(=O)N1c1ccc2ncccc2c1	-9%
COc1ccc(CCNC(=O)c2cc3c(=O)n4ccccc4nc3n(CC3CCCO3)c2=N)cc1 (stereo unspecified)	2%
O=[N+]([O-])c1ccc(C=NNC(=S)NN=Cc2ccc([N+](=O)[O-])cc2)cc1	?
COc1ccc(-c2csc(NC(CO)c3nc4ccccc4n3CCCO)n2)cc1 (stereo unspecified)	-18%
COc1ccccc1-c1nn2c(-c3cc(-c4ccccc4)n[nH]3)nnc2s1	5%
CC1CCc2nc(-c3cc4c(ccc5ccccc54)oc3=O)sc2C1 (stereo unspecified)	-14%
CCN1C[C@@H]2[C@@H]3C(=O)N(Cc4ccccc4)C(=O)[C@@H]3[C@](C)(C1=O)N2C(=O)c1ccc(C(C)(C)C)cc1	0%
CC(=O)NC1CC2CCCC(C1)N2C(=O)Nc1cccc(C)c1 (stereo unspecified)	11%
CC(C)CNC(=O)C1Nc2ccc(OC(F)(F)F)cc2C2C=CCC12 (stereo unspecified)	-20%
CC(Sc1ccccc1)C(=O)N/N=C/c1ccccc1 (stereo unspecified)	-8%
CSc1nc(O)c(C(c2ccc(F)cc2)c2c(O)nc(SC)[nH]c2=O)c(=O)[nH]1	2%
Clc1ccc(Oc2nc(N3CCOCC3)nc(N3CCOCC3)n2)c(C2CCCCC2)c1	0%
COc1ccc2ccccc2c1C1NC(=O)c2ccccc2N1 (stereo unspecified)	-6%
C#CCOCCOCCOCCNc1nc(N2CCN(C(=O)[C@H]([C@@H](C)CC)n3cc(CCCN=C(N)N)nn3)CC2)nc(N2CCN(C(=O)[C@H]([C@@H](C)CC)n3cc(CCC(=O)O)nn3)CC2)n1	12%
N=C(N)SCc1cccc2c(=O)cc(-c3ccccc3)oc12	50µM*
Cc1nc(-c2ccc(F)cc2)c(CC(=O)N(C)CC(=O)Nc2ccc(Cl)c(C(F)(F)F)c2)s1	-23%
CCCCCN(C(=O)CCC(=O)OC(C)C(=O)c1ccc(CC)cc1)c1c(N)n(CCCC)c(=O)[nH]c1=O (stereo unspecified)	3%
C[C@H]1CN(S(=O)C(C)(C)C)[C@@H](CCO)/C1=C\CCO (stereo partly specified)	-8%
CC1(C)c2[nH]c3ccccc3c2C[C@H]2C(=O)N(Cc3ccccc3)C(=O)N21	-18%
O=C(Cc1cccc(NC(=O)C2CCCN(C(=O)C3CCCC3)C2)c1)Nc1ccc(C(=O)N2CCCCC2)cc1 (stereo unspecified)	-11%
CCCCCC(=C/c1ccccc1)/C=N/Nc1ccc(S(=O)(=O)N2CCOCC2)cc1[N+](=O)[O-]	-17%
CC(/C=N\NC(=O)c1cccnc1)c1ccccc1 (stereo unspecified)	2%
CCCNC(=O)N1CCN(S(=O)(=O)c2ccc(C)c(C)c2)CC1	-3%
COc1cc2c(c3ccccc13)CCCC2=O	-4%
CCOc1ccc(NC(=O)c2ccc(NS(=O)(=O)c3cccc4cccnc34)cc2)cc1	11%
O=C(NCC(c1cccs1)N1CCOCC1)c1cccc(S(=O)(=O)Nc2ccc(F)cc2)c1 (stereo unspecified)	-7%
CC(C)CC(CO)NS(=O)(=O)c1cccc(Cl)c1F (stereo unspecified)	-1%
CN(Cc1ccccc1)C(=O)c1ccc(NC(=O)Cc2ccc(NC(=O)C3CCN(C(=O)c4ccccc4)CC3)cc2)cc1	3%
O=C(C[n+]1ccccc1Cl)c1ccccc1	-13%
O=C(Cc1cccc(NC(=O)C2CCCN(C(=O)c3ccccc3)C2)c1)Nc1ccc(C(=O)N2CCOCC2)cc1 (stereo unspecified)	-11%
O=[N+]([O-])c1ccc(N/N=C/c2cccs2)nc1	15%
Nc1ccc(Oc2ccccc2-c2ccccc2)cc1	-13%
Cc1ccc(S(=O)(=O)N2CCN(C(=O)COC(=O)c3ccccc3OC(F)F)CC2)c(C)c1	-14%
COc1cc(/C=C/C(=O)Nc2ccc(S(=O)(=O)Nc3onc(C)c3C)cc2)cc(OC)c1OC	-25%
COc1ccc(F)cc1CN1CCN(C(=O)c2ccc(S(=O)(=O)N3CCCCCC3)cc2)CC1	-12%
c1ccc(-c2nnnn2-c2ccccn2)cc1	0%
